Source: PubChem
AHR activator: AHR activators, primary screen, cell-based, luminescence, luciferase reporter, human | AID 2796, 2010 | activation, % at 5 µM | AHR-responsive luciferase reporter cells | 320,000 compounds, 2.5% hits; in the data active = activation above about 47%;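 also: 0% = vehicle wells and 100% = reference agonist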
Target sequence (P35869 whole entry, looked up): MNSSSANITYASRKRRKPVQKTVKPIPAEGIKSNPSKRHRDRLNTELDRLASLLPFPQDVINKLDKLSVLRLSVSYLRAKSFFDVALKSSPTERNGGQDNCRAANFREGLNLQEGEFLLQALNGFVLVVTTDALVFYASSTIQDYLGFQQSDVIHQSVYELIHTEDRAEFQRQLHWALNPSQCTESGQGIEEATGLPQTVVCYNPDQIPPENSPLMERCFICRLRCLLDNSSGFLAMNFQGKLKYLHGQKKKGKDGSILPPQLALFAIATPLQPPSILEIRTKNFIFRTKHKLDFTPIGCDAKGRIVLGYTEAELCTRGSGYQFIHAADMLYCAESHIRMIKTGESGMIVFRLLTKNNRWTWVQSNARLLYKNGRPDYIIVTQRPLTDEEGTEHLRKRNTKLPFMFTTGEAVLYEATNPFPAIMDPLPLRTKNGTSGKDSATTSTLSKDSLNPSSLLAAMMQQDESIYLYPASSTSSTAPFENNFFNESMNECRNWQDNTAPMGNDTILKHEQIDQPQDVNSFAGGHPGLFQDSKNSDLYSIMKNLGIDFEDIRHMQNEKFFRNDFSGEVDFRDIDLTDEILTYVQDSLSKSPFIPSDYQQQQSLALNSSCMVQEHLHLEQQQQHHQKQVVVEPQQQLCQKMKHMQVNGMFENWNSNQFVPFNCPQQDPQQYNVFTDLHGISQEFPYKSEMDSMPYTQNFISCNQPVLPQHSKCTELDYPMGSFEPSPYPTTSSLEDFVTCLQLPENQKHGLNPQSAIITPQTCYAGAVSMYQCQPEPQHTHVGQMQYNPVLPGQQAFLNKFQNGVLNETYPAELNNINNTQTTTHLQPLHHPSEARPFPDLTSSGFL
proCasp3 act: activators of human procaspase-3 D3A mutant, primary screen, biochemical, absorbance, PC-3 D3A mutant, single concentration; 330,000 compounds, 0.11% hits; activation, % at 8.5 µM; recombinant procaspase-3 D3A, Ac-DEVD-pNA absorbance 405 nm; AID 463141, 2010;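 active = activation above the mean of all tested compounds plus 3 SD, cut at about 21% in these data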;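 also: 0% = DMSO alone and 100% = DMSO wells spiked with extra 5 µM PC-3 D3A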
Target sequence (P42574 whole entry D9A/D28A/D175A): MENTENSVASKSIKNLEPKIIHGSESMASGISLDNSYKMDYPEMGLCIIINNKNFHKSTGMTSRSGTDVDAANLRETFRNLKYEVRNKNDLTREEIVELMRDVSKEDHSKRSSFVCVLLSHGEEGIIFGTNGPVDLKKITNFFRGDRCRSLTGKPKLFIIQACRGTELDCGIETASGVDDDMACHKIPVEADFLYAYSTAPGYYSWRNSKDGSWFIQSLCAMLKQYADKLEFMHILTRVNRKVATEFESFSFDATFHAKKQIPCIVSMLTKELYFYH
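Evaluation: percent activation relative to control range; Material: Procaspase-3 D3A mutant, all three cleavage aspartates alanine; Compound: single dose, 8.5 µM nominal compound, 0.8% DMSO; Replication: one well per compound; Signal: absorbance at 405 nm, 0 and 120 min; Schedule: 1 h preincubation plus 2 h reaction at 25 °C.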
CIT2-GFP yeast: modulators of CIT2-GFP expression in yeast, primary screen, S. cerevisiae, GFP fusion, multiplex flow cytometry, MLPCN library. 320,000 compounds, 0.065% hits. AID 2029, 2009. S. cerevisiae CIT2-GFP strain, 3 h; 100 means same as DMSO wells. GFP response vs DMSO, % at 10 µM;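 active = GFP response relative to DMSO above a set limit, near the screen mean plus 3 SD, cut at about 150% in these data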;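 also: ratio of well median GFP fluorescence to mean of DMSO wells on the plate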
MEP2 TOR yeast: modulators of MEP2-GFP levels in yeast, primary screen, S. cerevisiae, multiplex flow cytometry, MLPCN library; GFP response vs DMSO, % at 10 µM; S. cerevisiae MEP2-GFP strain, 3 h; 100% = DMSO control level; 330,000 compounds, 0.51% hits; AID 2016, 2009;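 active = GFP response versus DMSO above a set limit, roughly screen mean plus 3 SD, cut at about 180% in these data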;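 also: median GFP fluorescence of the barcode-gated MEP2-GFP cells per well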
proCasp7 act: procaspase-7 activators, primary screen, counter-screen for procaspase-3 activator project, biochemical, absorbance, HTS, human; Caspase-7 (Homo sapiens), P55210; recombinant procaspase-7, Ac-DEVD-pNA absorbance 405 nm; D23A/D198A/D206A triple mutant, cannot self-cleave; scale: DMSO 0, 5 µM enzyme 100; activation, % at 8.5 µM; 330,000 compounds, 0.093% hits; AID 463210, 2010;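 active = percent activation above the screen-wide mean plus 3 SD, cut at about 25% in these data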
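System: Uncleavable procaspase-7 mutant enzyme; Amount: 2 µM procaspase-7 mutant as dispensed; Schedule: 1 h compound preincubation, 2 h substrate cleavage, 25 °C; Measured by: 405 nm absorbance of p-nitroaniline; Evaluation: percent activation from buffer-corrected 0–120 min absorbance change; Control set: low DMSO alone, high DMSO plus 5 µM PC-7.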
AGP1-GFP MLPCN: modulators of AGP1-GFP expression in yeast TOR pathway, primary screen, cell-based, multiplex flow cytometry, S. cerevisiae, MLPCN library; 3 h; GFP as percent of DMSO wells; GFP response vs DMSO, % at 10 µM; 320,000 compounds, 0.02% hits; AID 2066, 2009;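 active = GFP response relative to DMSO above a set limit, near screen average plus 3 SD, cut at about 150% in these data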;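 also: median GFP channel fluorescence of the gated AGP1 strain per well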
RPL19A TOR yeast: RPL19A-GFP expression modulators in yeast, primary screen, cell-based, S. cerevisiae, multiplex flow cytometry, MLPCN. S. cerevisiae RPL19A-GFP strain, 3 h; stronger effect = lower value. percent response vs DMSO, % at 10 µM. 330,000 compounds, 0.3% hits;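 active = percent response vs DMSO below 50%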;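 also: median channel GFP fluorescence of the barcoded RPL19A-GFP strain; ratio of sample median GFP to plate DMSO average so 100% = DMSO; lower means less RPL19A-GFP as with rapamycin TOR inhibition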
LAP4 TOR yeast: modulators of LAP4-GFP expression in yeast, primary screen, S. cerevisiae, multiplex flow cytometry, MLPCN library. 3 h; median GFP as percent of DMSO wells. GFP response vs DMSO, % at 10 µM. 320,000 compounds, 0.34% hits;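 active = GFP response vs DMSO above a set limit, about the screen mean plus 3 SD, cut at about 150% in these data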
* = called active by the depositor.

`COc1ccccc1N(CC(O)COc1c(C)cc(C)cc1C)S(=O)(=O)c1ccccc1` (configuration not stated) gave AHR activator 3, proCasp3 act -7, CIT2-GFP yeast 98, MEP2 TOR yeast 97, proCasp7 act 0, AGP1-GFP MLPCN 97, RPL19A TOR yeast 97 and LAP4 TOR yeast 99.
For Cc1ccc(-c2nnn(CC(=O)N(c3ccccc3)C(C(=O)NCC3CCCO3)c3cccs3)n2)o1 (configuration not stated) the results were AHR activator -1, proCasp3 act -9, CIT2-GFP yeast 97, MEP2 TOR yeast 98, proCasp7 act 1, AGP1-GFP MLPCN 99, RPL19A TOR yeast 95 and LAP4 TOR yeast 98.
`COC(=O)Cn1cnc2c(nnn2Cc2ccc(Cl)cc2)c1=O` gave AHR activator 1, proCasp3 act -2, CIT2-GFP yeast 99, MEP2 TOR yeast 93, proCasp7 act -8, AGP1-GFP MLPCN 95, RPL19A TOR yeast 93 and LAP4 TOR yeast 86.
For CC/C(O)=C1\C(=O)CC(c2ccccc2)CC1=NCCC(=O)O (configuration not stated) the results were AHR activator -2, proCasp3 act 5, CIT2-GFP yeast 108, MEP2 TOR yeast 95, proCasp7 act 1, AGP1-GFP MLPCN 111, RPL19A TOR yeast 107 and LAP4 TOR yeast 95.
`CC1S/C(=N/N=C/c2ccco2)N(Cc2ccccc2)C1=O` (configuration not stated) gave AHR activator 5, proCasp3 act 9, CIT2-GFP yeast 84, MEP2 TOR yeast 89, proCasp7 act 5, AGP1-GFP MLPCN 97, RPL19A TOR yeast 93 and LAP4 TOR yeast 112.
For N#CCCCc1cc2cc(F)ccc2cn1 the results were AHR activator -1, proCasp3 act 2, CIT2-GFP yeast 83, MEP2 TOR yeast 94, proCasp7 act -4, AGP1-GFP MLPCN 95, RPL19A TOR yeast 90 and LAP4 TOR yeast 97.
Screening CC(=O)Nc1ccc(NC(=O)/C(=C/c2ccco2)NC(=O)c2ccccc2)cc1 returned AHR activator 1, proCasp3 act 1, CIT2-GFP yeast 97, MEP2 TOR yeast 100, proCasp7 act -3, RPL19A TOR yeast 90 and LAP4 TOR yeast 92.
CCc1ccccc1NC(=O)CCNS(=O)(=O)c1cc(Br)cnc1N was read as AHR activator 2, proCasp3 act -1, CIT2-GFP yeast 97, MEP2 TOR yeast 98, proCasp7 act 1, AGP1-GFP MLPCN 101, RPL19A TOR yeast 99 and LAP4 TOR yeast 97.
For O=C1c2ccccc2C(=O)N1CCC(c1ccc(F)cc1)c1ccco1 (configuration not stated) the results were AHR activator 1, proCasp3 act 1, CIT2-GFP yeast 103, MEP2 TOR yeast 100, proCasp7 act -13, AGP1-GFP MLPCN 98, RPL19A TOR yeast 98 and LAP4 TOR yeast 108.
COc1ccc(Cl)cc1C(=O)NNC(=O)c1cccs1 was read as AHR activator 11, proCasp3 act -6, CIT2-GFP yeast 96, MEP2 TOR yeast 106, proCasp7 act -12, AGP1-GFP MLPCN 96, RPL19A TOR yeast 102 and LAP4 TOR yeast 99.
`Cc1cc(C(F)F)n2ncc(C(=O)NCc3ccccc3)c2n1` gave AHR activator 4, proCasp3 act 0, CIT2-GFP yeast 107, MEP2 TOR yeast 102, proCasp7 act 4, AGP1-GFP MLPCN 94, RPL19A TOR yeast 101 and LAP4 TOR yeast 81.
Screening COc1ccc(CCNC(=O)c2oc3ccc(OC)cc3c2C)cc1 returned AHR activator 26, proCasp3 act 0, CIT2-GFP yeast 99, MEP2 TOR yeast 94, proCasp7 act 0, AGP1-GFP MLPCN 91, RPL19A TOR yeast 86 and LAP4 TOR yeast 86.
O=C1C2CC=CCC2C(=O)N1Cc1ccccc1 (configuration not stated) was read as AHR activator -6, proCasp3 act 0, CIT2-GFP yeast 92, MEP2 TOR yeast 97, proCasp7 act -2, AGP1-GFP MLPCN 96, RPL19A TOR yeast 97 and LAP4 TOR yeast 101.
`CC(C)CN(CC(C)C)CC(O)CN(c1ccccc1)S(=O)(=O)c1ccccc1[N+](=O)[O-]` (configuration not stated) gave AHR activator 1, proCasp3 act -4, CIT2-GFP yeast 110, MEP2 TOR yeast 108, proCasp7 act 10, AGP1-GFP MLPCN 111, RPL19A TOR yeast 104 and LAP4 TOR yeast 104.
For COCCCn1c(C)csc1=Nc1cccnc1 the results were AHR activator 21, proCasp3 act -1, CIT2-GFP yeast 108, MEP2 TOR yeast 113, proCasp7 act 4, AGP1-GFP MLPCN 100, RPL19A TOR yeast 107 and LAP4 TOR yeast 103.
Screening CC1(C)CC(=O)C(N=Nc2cccc([N+](=O)[O-])c2)=C(O)C1 returned AHR activator 2, proCasp3 act -9, CIT2-GFP yeast 91, MEP2 TOR yeast 102, proCasp7 act 10, AGP1-GFP MLPCN 108, RPL19A TOR yeast 101 and LAP4 TOR yeast 121.
Screening O=C1OC(CC(=O)N(Cc2nnc(-c3ccccc3Cl)o2)C2CC2)c2ccccc21 (configuration not stated) returned AHR activator 1, proCasp3 act 10, CIT2-GFP yeast 98, MEP2 TOR yeast 101, proCasp7 act 12, AGP1-GFP MLPCN 105, RPL19A TOR yeast 102 and LAP4 TOR yeast 93.
`O=C(NNc1cccc(Cl)n1)Nc1ccc(F)cc1` gave AHR activator 1, proCasp3 act 6, CIT2-GFP yeast 102, MEP2 TOR yeast 92, proCasp7 act 1, AGP1-GFP MLPCN 95, RPL19A TOR yeast 111 and LAP4 TOR yeast 113.
For COC(=O)c1ccccc1S(=O)(=O)NNC(=O)c1ccccc1-n1cccc1 the results were AHR activator 17, proCasp3 act 3, CIT2-GFP yeast 130, MEP2 TOR yeast 108, proCasp7 act 4, AGP1-GFP MLPCN 108, RPL19A TOR yeast 92 and LAP4 TOR yeast 104.
O=C(O)C1=CCCN(CCON=C(c2ccccc2)c2ccccc2)C1 was read as AHR activator -1, proCasp3 act 1, CIT2-GFP yeast 92, MEP2 TOR yeast 99, proCasp7 act 13, AGP1-GFP MLPCN 95, RPL19A TOR yeast 103 and LAP4 TOR yeast 107.

The last 2 compounds of the part before open the next one.
For COC(=O)c1ccccc1S(=O)(=O)NNC(=O)c1ccccc1-n1cccc1 the results were AHR activator 17, proCasp3 act 3, CIT2-GFP yeast 130, MEP2 TOR yeast 108, proCasp7 act 4, AGP1-GFP MLPCN 108, RPL19A TOR yeast 92 and LAP4 TOR yeast 104.
O=C(O)C1=CCCN(CCON=C(c2ccccc2)c2ccccc2)C1 was read as AHR activator -1, proCasp3 act 1, CIT2-GFP yeast 92, MEP2 TOR yeast 99, proCasp7 act 13, AGP1-GFP MLPCN 95, RPL19A TOR yeast 103 and LAP4 TOR yeast 107.
`O=C(Nc1cnn(Cc2ccc(F)cc2)c1)c1cc2nc(-c3ccco3)cc(C(F)(F)F)n2n1` gave AHR activator 1, proCasp3 act -4, CIT2-GFP yeast 91, MEP2 TOR yeast 99, proCasp7 act 2, AGP1-GFP MLPCN 92, RPL19A TOR yeast 96 and LAP4 TOR yeast 93.
Cc1ccccc1C(=O)NC(=S)NCCC1=CCCCC1 was read as AHR activator 9, proCasp3 act 1, MEP2 TOR yeast 99, proCasp7 act -8, AGP1-GFP MLPCN 98, RPL19A TOR yeast 95 and LAP4 TOR yeast 96.
Screening Cc1cccc(NS(=O)(=O)c2ccc3c(c2)CCN3C(=O)CCC(=O)O)c1 returned AHR activator 1, proCasp3 act 1, CIT2-GFP yeast 109, MEP2 TOR yeast 93, proCasp7 act -11, AGP1-GFP MLPCN 98, RPL19A TOR yeast 93 and LAP4 TOR yeast 91.
`N#Cc1c(Cl)nsc1NCCN1CCOCC1` gave AHR activator 1, proCasp3 act 5, CIT2-GFP yeast 105, MEP2 TOR yeast 101, proCasp7 act 4, AGP1-GFP MLPCN 102, RPL19A TOR yeast 103 and LAP4 TOR yeast 94.
Screening Brc1ccc(-c2ccc(/C=N/Nc3nc(N4CCOCC4)nc(N4CCOCC4)n3)o2)cc1 returned AHR activator 1, proCasp3 act -2, CIT2-GFP yeast 86, MEP2 TOR yeast 106, proCasp7 act 11, AGP1-GFP MLPCN 95, RPL19A TOR yeast 97 and LAP4 TOR yeast 122.
O=C(O)c1cc(NC(=O)C2CCCO2)cc(NC(=O)C2CCCO2)c1 (configuration not stated) was read as AHR activator 1, proCasp3 act 2, CIT2-GFP yeast 104, MEP2 TOR yeast 95, proCasp7 act -1, AGP1-GFP MLPCN 88, RPL19A TOR yeast 98 and LAP4 TOR yeast 101.
Screening COc1ccccc1N/C(N)=N/c1nc(C(F)(F)F)cc(=O)[nH]1 returned AHR activator 50*, proCasp3 act -5, CIT2-GFP yeast 105, MEP2 TOR yeast 102, proCasp7 act 3, AGP1-GFP MLPCN 99, RPL19A TOR yeast 102 and LAP4 TOR yeast 97.
COCCCNC(CC(=O)Nc1cc(C)cc(C)c1)C(=O)O (configuration not stated) was read as AHR activator -2, proCasp3 act -2, CIT2-GFP yeast 101, MEP2 TOR yeast 101, proCasp7 act 1, AGP1-GFP MLPCN 100, RPL19A TOR yeast 94 and LAP4 TOR yeast 92.
COc1ccc(S(=O)(=O)Nc2ccc3c(c2)C(=O)N([C@H](C)CO)C[C@H](C)[C@@H](CN(C)C(=O)Nc2ccc4c(c2)OCO4)O3)cc1 was read as AHR activator 2, proCasp3 act 7, CIT2-GFP yeast 107, MEP2 TOR yeast 98, proCasp7 act -5, AGP1-GFP MLPCN 103, RPL19A TOR yeast 98 and LAP4 TOR yeast 107.
Screening Cc1c(C(=O)Nc2ccc3oc(-c4cccnc4)nc3c2)oc2ccccc12 returned AHR activator 24, proCasp3 act 5, MEP2 TOR yeast 97, proCasp7 act 12, AGP1-GFP MLPCN 90, RPL19A TOR yeast 101 and LAP4 TOR yeast 103.
`CC(C)Oc1ccc(N2CC(C(=O)Nc3ccccc3F)CC2=O)cc1` (configuration not stated) gave AHR activator 3, proCasp3 act 4, CIT2-GFP yeast 96, MEP2 TOR yeast 105, proCasp7 act 12, AGP1-GFP MLPCN 98, RPL19A TOR yeast 97 and LAP4 TOR yeast 99.
For Cc1cc(C)nc(SCc2ccc(C(=O)N/N=C/c3ccc(C(=O)O)cc3)cc2)n1 the results were AHR activator 4, proCasp3 act -6, CIT2-GFP yeast 88, MEP2 TOR yeast 97, proCasp7 act 3, AGP1-GFP MLPCN 92, RPL19A TOR yeast 98 and LAP4 TOR yeast 94.
Screening Cc1nc(CN2CCCC2=NC#N)n(-c2ccccc2)n1 returned AHR activator 0, proCasp3 act -2, CIT2-GFP yeast 107, MEP2 TOR yeast 106, proCasp7 act -2, AGP1-GFP MLPCN 109, RPL19A TOR yeast 109 and LAP4 TOR yeast 105.

Two successive records from above, quoted:
For Cc1cc(C)nc(SCc2ccc(C(=O)N/N=C/c3ccc(C(=O)O)cc3)cc2)n1 the results were AHR activator 4, proCasp3 act -6, CIT2-GFP yeast 88, MEP2 TOR yeast 97, proCasp7 act 3, AGP1-GFP MLPCN 92, RPL19A TOR yeast 98 and LAP4 TOR yeast 94.
Screening Cc1nc(CN2CCCC2=NC#N)n(-c2ccccc2)n1 returned AHR activator 0, proCasp3 act -2, CIT2-GFP yeast 107, MEP2 TOR yeast 106, proCasp7 act -2, AGP1-GFP MLPCN 109, RPL19A TOR yeast 109 and LAP4 TOR yeast 105.
